# Source: PubChem BioAssay
# TLR9-MyD88 inh: TLR9-MyD88 interaction inhibition. Q9NR96+Q99836. CHO BLA complementation TLR9-MyD88, CCF4 FRET ratio. inhibition, % at 4.98 µM. actives 0.21% (n = 340,000);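 active means inhibition above the mean over all tested compounds plus 3 SD, cut at about 21% in these data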;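 further: 0% = DMSO only wells and 100% = clavulanate BLA inhibitor control wells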
# Target sequence (Q99836 whole entry, looked up): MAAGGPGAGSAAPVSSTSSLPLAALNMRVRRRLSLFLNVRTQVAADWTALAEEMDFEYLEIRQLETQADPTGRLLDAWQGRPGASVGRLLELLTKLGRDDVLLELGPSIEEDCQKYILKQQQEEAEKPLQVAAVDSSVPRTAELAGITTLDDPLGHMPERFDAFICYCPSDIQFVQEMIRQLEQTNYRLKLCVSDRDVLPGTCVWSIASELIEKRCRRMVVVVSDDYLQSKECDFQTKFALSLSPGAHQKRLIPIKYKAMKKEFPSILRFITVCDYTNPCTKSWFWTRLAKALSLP
# Target sequence (Q9NR96 whole entry, looked up): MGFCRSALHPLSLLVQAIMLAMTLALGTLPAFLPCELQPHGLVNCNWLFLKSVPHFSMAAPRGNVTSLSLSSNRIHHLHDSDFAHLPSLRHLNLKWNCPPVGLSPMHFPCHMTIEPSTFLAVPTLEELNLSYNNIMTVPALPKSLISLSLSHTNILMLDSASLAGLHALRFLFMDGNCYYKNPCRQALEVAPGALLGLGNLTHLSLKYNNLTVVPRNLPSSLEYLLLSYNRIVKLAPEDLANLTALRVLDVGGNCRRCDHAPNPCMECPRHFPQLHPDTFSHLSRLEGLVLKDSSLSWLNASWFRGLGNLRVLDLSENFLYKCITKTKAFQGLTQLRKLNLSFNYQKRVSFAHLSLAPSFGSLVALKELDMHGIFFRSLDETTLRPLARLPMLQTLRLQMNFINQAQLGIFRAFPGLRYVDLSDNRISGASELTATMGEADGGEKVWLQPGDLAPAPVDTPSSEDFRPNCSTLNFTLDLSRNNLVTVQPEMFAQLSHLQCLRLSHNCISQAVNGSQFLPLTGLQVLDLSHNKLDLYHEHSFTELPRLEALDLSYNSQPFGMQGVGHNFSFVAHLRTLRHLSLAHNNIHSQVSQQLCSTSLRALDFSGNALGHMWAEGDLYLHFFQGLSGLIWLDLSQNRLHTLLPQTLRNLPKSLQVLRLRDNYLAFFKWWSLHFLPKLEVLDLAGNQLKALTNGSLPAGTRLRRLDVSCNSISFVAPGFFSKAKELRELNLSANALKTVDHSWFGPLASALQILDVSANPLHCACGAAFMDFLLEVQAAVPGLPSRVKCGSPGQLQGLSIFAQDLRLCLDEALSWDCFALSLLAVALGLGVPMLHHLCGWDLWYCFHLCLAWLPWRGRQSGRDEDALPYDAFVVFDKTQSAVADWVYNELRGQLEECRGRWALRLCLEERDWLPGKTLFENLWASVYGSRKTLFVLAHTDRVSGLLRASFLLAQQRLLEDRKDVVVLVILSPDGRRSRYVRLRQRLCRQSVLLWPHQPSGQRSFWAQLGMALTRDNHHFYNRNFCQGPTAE
# NOD2 RIPK2 PPI: inhibitors of human NOD2-RIPK2 interaction; CHO BLA complementation NOD2-RIPK2, CCF4 ratio; inhibition, % at 4.98 µM; actives 0.38% (n = 360,000); AID 624267; in the data active means inhibition above about 21%;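 further: 0% = vehicle only and 100% = reference blocker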
# TROY signal inh: blocks TROY-dependent signaling in reporter cells | Q293 LMP1-TROYcd NF-kB luciferase reporter, 4 h | inhibition, % at 10 µM | actives 0.98% (n = 360,000) | AID 1347056;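 active means compounds whose plate-normalised and pattern-corrected inhibition of the luciferase reporter signal at the single screening dose is 50% or more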
# Exocytosis inh: lytic granule exocytosis inhibition. TALL-104 LAMP-1 surface exposure, flow cytometry; cells stimulated with thapsigargin and PMA. inhibition, % at 10 µM. actives 0.66% (n = 360,000);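 active means inhibition above about 55%, limit read from the data; inconclusive means no clear call, values can overlap the other calls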
# ABHD5-PLIN5 inh: ABHD5-PLIN5 protein interaction inhibition | Q00G26+Q8WTS1 | Split G. princeps luciferase complementation, luminescence, 4 h | inhibition, % at 4 µM | actives 0.78% (n = 360,000);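 active means inhibition above the mean inhibition across every tested compound plus 3 SD, cut at about 22% in these data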;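 further: 0% = DMSO only wells and the 100% control is not disclosed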
# TWEAK-Fn14 inh: blocks TWEAK-Fn14 interaction in a reporter cell assay. inhibition, % at 10 µM. AID 1159606. actives 2% (n = 360,000). TWEAK-stimulated Fn14 reporter cells, luciferase luminescence, 8 h; in the data active means inhibition above about 50%
# NR2F2 inh: inhibitors of human COUP-TFII (NR2F2); AID 686940; actives 0.7% (n = 370,000); HEK293T NGFI-A luciferase reporter, luminescence; inhibition, % at 8.6 µM; P24468;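 active means inhibition above a per-plate cutoff, mean inhibition of test wells between control levels plus 3 SD, cut at about 38% in these data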;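 further: cells cotransfected with COUP-TFII expression vector driving the NGFI-A reporter; 0% = median of COUP-TF2 test wells and 100% = reporter-only cells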
# SRC3 inh: inhibitors of human steroid receptor coactivator 3 (SRC3); actives 0.17% (n = 360,000); AID 588352; Q9Y6Q9; inhibition, % at 3.6 µM; HEK293 GAL4-SRC3 luciferase reporter, luminescence;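 active means inhibition above a per-campaign cutoff, the mean of all compounds plus 3 SD, cut at about 60% in these data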;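 further: 0% = DMSO-treated cells and 100% = gossypol-treated cells at 36 µM; higher means less SRC3-driven luciferase light from the GAL4 reporter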
# SRC2 inh: inhibits human steroid receptor coactivator 2; Q15596; HEK293 GAL4-SRC2 luciferase reporter, luminescence; inhibition, % at 9 µM; actives 0.17% (n = 370,000);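 active means inhibition above the mean inhibition of all tested compounds plus 3 SD, set per campaign, cut at about 52% in these data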;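 further: 0% = DMSO treated cells and 100% = cells given Gossypol at 36 µM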
# NR5A2 inv ag: NR5A2 inverse agonism in reporter assay; O00482; HEK293T StAR-luciferase reporter, LRH-1 transfected, 24 h; inhibition, % at 3.6 µM; actives 0.13% (n = 360,000);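 active means inhibition above the mean inhibition of all tested compounds plus 3 SD, cut at about 73% in these data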;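 further: 0% = DMSO wells and 100% = reporter-only cells lacking LRH-1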
# NCOA1 inh: inhibits human SRC1 coactivator | inhibition, % at 3.6 µM | Q15788 | HEK293 GAL4-SRC1 luciferase reporter, luminescence | AID 588354 | actives 0.12% (n = 360,000);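 active means inhibition above the campaign mean plus 3 SD, with each screening campaign given its own cutoff, cut at about 60% in these data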;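 further: 0% = DMSO treated cells and 100% = gossypol at 36 µM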
# Starred values were filed as active, the others as inactive; u = inconclusive; x = no result given. The list is partial. The share of hits here may be higher or lower than overall.
SMILES,TLR9-MyD88 inh,NOD2 RIPK2 PPI,TROY signal inh,Exocytosis inh,ABHD5-PLIN5 inh,TWEAK-Fn14 inh,NR2F2 inh,SRC3 inh,SRC2 inh,NR5A2 inv ag,NCOA1 inh
CCNC(=O)COC(=O)c1cccc(Br)c1,4,-2,23,3,0,-3,10,9,-14,0,-6
COc1ccc(C=CC(=O)c2ccc(OC)c(OC)c2)cc1O,8,-3,4,-10,15,-9,-5,-7,9,9,-17
CCCCC(=O)Nc1sc2c(c1C(N)=O)CCC2,-1,-6,-51,-7,2,-2,-37,-29,-36,-22,-22
COc1ccc(OC)c(NC(=O)CSc2nnc(CNc3ccc(F)cc3)o2)c1,-6,-3,-9,0,5,-24,4,-17,-12,12,-4
O=C(NCCN1CCOCC1)c1cccc(Cl)c1,-3,1,6,-2,5,-2,0,-80,-5,13,-2
Cc1cc(COc2ccccc2OCc2cc(C)no2)on1,10,-5,9,0,2,4,12,14,3,2,4
COC(=O)c1ccc(CNC(=O)c2ccc3c(c2)NC(=O)CS3)cc1,-2,-13,-6,-11,0,-19,7,-2,18,8,-7
Cc1cc(NC(=O)CSc2nc3c(C)ccc(C)c3cc2C#N)no1,-8,9,-8,29,-5,-17,-3,-23,-24,1,-1
C/C=C/C1=CC(=O)C[C@H](c2ccc(OC)c(OC)c2)C1,6,-5,-4,-13,7,-10,-6,6,-6,-7,-5
COc1ccc(S(=O)(=O)NCC2CCCO2)cc1NC(=O)c1ccccc1 (stereo not given),-12,6,9,10,-3,5,-6,-2,-19,-14,-20
Cc1nc(N2CCN(S(=O)(=O)c3cccs3)CC2)c2c(-c3ccccc3)c(C)sc2n1,6,-7,-15,-6,-3,-33,9,9,-34,18,-11
CCOc1ccc(Nc2nc3c(C)cccc3cc2C#N)cc1,-6,5,-12,-4,-3,-9,-4,-5,-32,4,6
COC(=O)c1ccc2nc(-c3ccccc3)c(Cc3ccc(C)cc3)n2c1,x,-18,-35,2,0,-11,-21,x,-60,-61,x
O=C(Nc1ccccc1N1CCN(c2ccc(F)cc2)CC1)C1CCCCC1,0,0,-20,1,1,-24,-9,-8,3,3,-11
O=C1/C(=C/c2ccccc2O)SC(=S)N1Cc1cccnc1,10,4,30,58*,-27,32,4,2,-20,3,15
O=C(Nc1ncc(Cc2cccc(C(F)(F)F)c2)s1)c1ccc(-c2cccc([N+](=O)[O-])c2)o1,-14,6,19,1,-1,40,10,6,12,-3,10
OCC1(CO)COC(/C=C/c2ccccc2)=N1,9,3,4,-18,7,16,7,3,-18,14,-6
N#CC(=Cc1ccncc1)c1ccccc1,-8,9,-1,-10,4,12,-17,-2,6,-8,-11
Oc1ccc(/C=N/NC(=S)NCc2ccco2)cc1,-11,4,-27,0,2,2,4,-2,-3,4,-29
O=C(c1ccc(F)cc1)c1ccc(OCC(=O)N2CCOCC2)cc1,-12,-4,-9,-12,7,3,-8,-1,-12,-6,2
Fc1cc(F)nc(NCc2ccccc2)n1,-14,-1,-26,0,0,18,0,-15,-19,3,-7
COc1ccc(C(=O)COC(=O)c2sc(C)nc2C)cc1F,-5,-3,0,13,3,4,20,1,-21,-16,4
CCC(=NC(CC)CO)C1=C(O)CC(C)(C)CC1=O (stereo not given),1,-15,-10,-4,-1,17,-21,-7,2,-16,-4
COc1cc(C(=O)NCC(=O)OCc2cc(=O)oc3c(C)c(C)ccc23)cc(OC)c1OC,-12,2,15,-2,1,17,-26,14,-19,-17,-7
CCN(CC)CCN(C(=O)c1cc2ccccc2cc1OC)c1nc2ccc(OC)cc2s1,3,5,10,65*,14,-19,-9,-13,-5,-2,18
CC(=O)Nc1cccc(-n2nnc(SCC(=O)Nc3ccc(F)c(Cl)c3)n2)c1,x,-9,8,0,-3,-12,-11,-6,-17,-13,1
O=C(Nc1ccccc1Cl)c1ccc2c(=O)n3c(nc2c1)CCC3,4,5,-9,0,17,24,-17,-113,-85,-154,-80
COCCCn1c(SCC(=O)Nc2ccccc2)nnc1-c1ccncc1,-3,-1,-14,-4,-2,8,-27,3,3,15,-13
CC(=O)C1=C(c2ccccc2)OC(N)=C(C#N)C1c1ccccc1C (stereo not given),-3,-13,-11,-4,9,17,-2,-4,2,2,-14
c1ccc(NC2=NCCN2CCCC2CCCCC2)cc1,-7,-7,-15,11,10,-10,-1,-5,-29,-3,5
CCC(C)NC(=O)N1c2ccccc2Sc2ccccc21 (stereo not given),-4,2,1,3,1,5,3,9,19,-15,10
COc1ccccc1NC(=O)c1ccc(SCC(=O)NCc2ccccc2Cl)c([N+](=O)[O-])c1,-7,-3,11,-2,-5,12,22,5,12,19,-14
O=C(O)CC(NC(=O)C(c1ccccc1)c1ccccc1)c1cccc([N+](=O)[O-])c1 (stereo not given),-10,1,-4,-1,-7,-4,3,-3,-1,1,-15
CCOc1ccc(S(=O)(=O)NCCC(=O)N2CCN(c3ncccn3)CC2)cc1,-5,-3,-13,0,-5,-5,2,-24,1,10,6
COc1ccc(N(C(=O)Cn2nnc3ccccc32)C(C(=O)NCc2ccco2)c2ccc(C)o2)cc1 (stereo not given),1,-2,-15,u,8,-8,-5,16,-2,-1,12
Cc1noc(C(=O)Nc2cccnc2Cl)c1Cl,6,-3,5,1,0,2,-20,-8,-10,-10,-8
O=C(OCC(=O)N1CCOCC1)c1ccc2ccccc2c1O,6,-2,-55,1,-10,-10,-27,-116,-72,-61,-88
C/C(=N/NC(=O)C(C)n1nc(C)c([N+](=O)[O-])c1C)c1ccc(OCC(N)=O)cc1 (stereo not given),8,3,3,4,3,6,14,-2,2,-14,-79
COc1ccc(N(C)C(=O)c2cc3c(Cl)nc4ccccc4c3s2)cc1,-19,2,14,4,3,20,-5,-2,-22,5,2
Cc1ccc(-c2nc3ccc(C)cn3c2Cc2ccccc2C(F)(F)F)cc1,x,-11,-42,-4,-11,42,-16,-109,-44,-166,-96

# Ordered by value in SRC2 inh (smallest number first): some entries from above
mol | TLR9-MyD88 inh | NOD2 RIPK2 PPI | Exocytosis inh | ABHD5-PLIN5 inh | TWEAK-Fn14 inh | NR2F2 inh | SRC3 inh | SRC2 inh | NR5A2 inv ag | NCOA1 inh
O=C(Nc1ccccc1Cl)c1ccc2c(=O)n3c(nc2c1)CCC3 | 4 | 5 | 0 | 17 | 24 | -17 | -113 | -85 | -154 | -80
Cc1noc(C(=O)Nc2cccnc2Cl)c1Cl | 6 | -3 | 1 | 0 | 2 | -20 | -8 | -10 | -10 | -8
O=C(O)CC(NC(=O)C(c1ccccc1)c1ccccc1)c1cccc([N+](=O)[O-])c1 (stereo not given) | -10 | 1 | -1 | -7 | -4 | 3 | -3 | -1 | 1 | -15

# The listing continues.
SMILES,TLR9-MyD88 inh,NOD2 RIPK2 PPI,TROY signal inh,Exocytosis inh,ABHD5-PLIN5 inh,TWEAK-Fn14 inh,NR2F2 inh,SRC3 inh,SRC2 inh,NR5A2 inv ag,NCOA1 inh
CCn1cc(C2=NOC(C(=O)Nc3ccc4c(c3)OCO4)C2)c(C)n1 (stereo not given),5,-6,-12,0,-4,8,12,12,4,30,15
Cc1ccc(OC(=O)CN2C(=O)c3ccccc3C2=O)cc1C,-6,9,-5,13,3,9,19,-10,17,-1,-30
CCc1ccc(N(CC(=O)NC(C)(C)C)C(=O)CCC(=O)Nc2ccccn2)cc1,2,12,13,-2,3,5,-9,-84,-5,-42,-75
CCOC(=O)N1CCN(C(=O)C[C@@H]2C[C@@]3(C(=O)OCC)CCC=C3N(Cc3ccccc3)C2=O)CC1,x,-6,-1,2,7,3,-8,x,-4,-25,x
CCC1CCCCN1C(=O)CCC(=O)Nc1nnc(C(F)(F)F)s1 (stereo not given),-4,-7,-45,-3,14,28,-10,10,5,0,4
CCN(CC)c1ccc(/C=N/Nc2nc3ccccc3[nH]2)cc1,4,18,43,12,-9,95*,36,-164,-248,-19,-239
COC(=O)c1ccc(CNC(=O)N2CCN(S(=O)(=O)c3ccc(C)cc3)CC2)cc1,4,-1,6,3,-6,13,7,-9,1,3,-6
COc1cc(C2c3cc4c(cc3C(O)C3COC(=O)C23)OCO4)cc(OC)c1OC (stereo not given),-14,7,24,35,-10,16,-68,23,-11,9,-13

# Molecules shown so far that have fluorine (9):
SMILES,TLR9-MyD88 inh,NOD2 RIPK2 PPI,TROY signal inh,Exocytosis inh,ABHD5-PLIN5 inh,TWEAK-Fn14 inh,NR2F2 inh,SRC3 inh,SRC2 inh,NR5A2 inv ag,NCOA1 inh
COc1ccc(OC)c(NC(=O)CSc2nnc(CNc3ccc(F)cc3)o2)c1,-6,-3,-9,0,5,-24,4,-17,-12,12,-4
O=C(Nc1ccccc1N1CCN(c2ccc(F)cc2)CC1)C1CCCCC1,0,0,-20,1,1,-24,-9,-8,3,3,-11
O=C(Nc1ncc(Cc2cccc(C(F)(F)F)c2)s1)c1ccc(-c2cccc([N+](=O)[O-])c2)o1,-14,6,19,1,-1,40,10,6,12,-3,10
O=C(c1ccc(F)cc1)c1ccc(OCC(=O)N2CCOCC2)cc1,-12,-4,-9,-12,7,3,-8,-1,-12,-6,2
Fc1cc(F)nc(NCc2ccccc2)n1,-14,-1,-26,0,0,18,0,-15,-19,3,-7
COc1ccc(C(=O)COC(=O)c2sc(C)nc2C)cc1F,-5,-3,0,13,3,4,20,1,-21,-16,4
CC(=O)Nc1cccc(-n2nnc(SCC(=O)Nc3ccc(F)c(Cl)c3)n2)c1,x,-9,8,0,-3,-12,-11,-6,-17,-13,1
Cc1ccc(-c2nc3ccc(C)cn3c2Cc2ccccc2C(F)(F)F)cc1,x,-11,-42,-4,-11,42,-16,-109,-44,-166,-96
CCC1CCCCN1C(=O)CCC(=O)Nc1nnc(C(F)(F)F)s1 (stereo not given),-4,-7,-45,-3,14,28,-10,10,5,0,4
